# p53ts 32C kill = cytotoxicity in p53ts cells at permissive temperature. H1299-p53A138V at 32C, ATP luminescence viability, 24 h. hit rate 0.93% among 130,000. Potency, µM (doses to about 46.1 µM), without a hit: at the top dose activity change, negative = cytotoxicity, most hits filed as cytotoxic;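 also: 0% = DMSO and -100% = full killing by reference compound; nearly all actives have a fitted effect of over 55% in size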
#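 ATP-content luminescence (ATPlite) read-out after 24 h compound exposure at 32C in H1299-p53A138V cells (600/well). Tested up to 46 uM. Normalized to DMSO (0%) and 100 uM tamoxifen (100% killing); Hill-fit AC50.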
# Peg3 imprint = genomic imprint erasure induction | mouse ES Peg3-LacZ reporter, beta-gal luminescence, 40 h | hit rate 0.02% among 110,000 | Potency, µM (highest dose often 60.7 µM), inactives show top-dose activity change, positive = activation, hits mostly activators;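 also: 0% = negative control wells on the plate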
#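 Imprint erasure is scored as LacZ activity from the silenced maternal Peg3 allele in feeder-free female ES cells cultured 40 h with LIF. Luminescence is normalized to in-plate negative controls and fitted to the Hill equation.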
# p53ts 39C tox = kills p53ts cells at the nonpermissive temperature; H1299-p53A138V viability at 39C, ATP luminescence, 24 h; Potency, µM (top dose mostly 46.1 µM), without a hit: at the top dose activity change, negative = cell killing, hits mostly cytotoxic; hit rate 1.5% among 130,000; AID 902; also: nearly all actives have a fitted effect of over 55% in size
# IkB signaling = suppresses IkB signaling in ABC-DLBCL reporter cells; AID 445; Potency, µM (doses to about 57.1 µM), inactives show top-dose IkBa stabilization activation; ABC-DLBCL IkBa-CBG/CBR dual luciferase ratio, 4 h; response scale: scaled: untreated 0%, proteasome inhibitor 100%; hit rate 0.04% among 110,000; active = well fitted curve in the direction sought with a large enough effect in the signal ratio, not every such curve was filed as active; inconclusive = small, poorly fitted or top-dose-only effect, or a change in a side signal; the % refers to the signal ratio;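 also: the direction sought is a rising ratio; 0% = basal untreated cells and 100% = reference inhibitor full response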
#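 Curves were fitted separately to fusion (green), unfused (red) and ratio luminescence, then classed by r2, magnitude and activity. Cells: OCI-Ly3, 4 h compound plus doxycycline at 37C; 10 uM MG-132 defined full response.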
# Starred values were filed as active, the others as inactive; ? = inconclusive; . = no result given; [ ] = another dose, or the depositor's remark. Unless noted, calls follow the shape of the dose curve; as a rule, active = well fitted curve in the direction sought with a large enough effect; inconclusive = small, poorly fitted or top-dose-only effect, or another doubt; inactive = no such curve, though single readings can be large; an effect the other way counts as inactive or inconclusive. Unless noted, % is scaled to controls: 0 for no effect and ±100 for the full control effect; potency is read from the fitted curve at half-maximal effect. Rows were taken by chance; overall some 1.8% were active at least once.
structure	IkB signaling	Peg3 imprint	p53ts 32C kill	p53ts 39C tox
Nc1nc(SCC(=O)NCCCO)nc2sc3c(c12)CCC3	.	.	6%	-2%
c1ccc(-c2csc(-c3nc4ccccc4[nH]3)n2)cc1	.	-36%[inhibitor]	7.9µM*	16µM*
O=C(Cn1nc(Cc2cccnc2)c2ccccc2c1=O)N1CCN(c2ccccn2)CC1	-0.7%	-13%	-4%	-2%
COc1ccc(CCNC(=O)Cc2ccc(NC(=O)N3CCSc4ncccc43)cc2)cc1OC	?	10%[10.9 µM]	0%	21%
O=C(N[C@@H](CO)[C@@H](O)c1ccc([N+](=O)[O-])cc1)C(Cl)Cl	0.3%[25.6 µM]	-10%[16.8 µM]	15%[20.6 µM]	11%[20.6 µM]
O=S(=O)(NCc1cccnc1)c1cccc2cccnc12	1.7%	-3%	-15%	-4%
CC(=O)Nc1cccc(N(C)S(C)(=O)=O)c1	-2.5%	-3%	3%	7%
COc1ccc(CCNC(=O)CCn2c(SCC#N)nc3ccccc3c2=O)cc1OC	-1.3%	-12%	?	-20%
CC(Cc1cccs1)NC(=O)Nc1ccccc1 (centres undefined)	0.2%	-11%	-1%	-3%
Cc1ccc(C(C(=O)NC(C)(C)C)N(Cc2ccco2)C(=O)Cn2nnc(-c3cccs3)n2)cc1 (centres undefined)	.	.	12%	15%

# An excerpt from above, reduced to Peg3 imprint and p53ts 39C tox:
compound	Peg3 imprint	p53ts 39C tox
Nc1nc(SCC(=O)NCCCO)nc2sc3c(c12)CCC3	.	-2%
c1ccc(-c2csc(-c3nc4ccccc4[nH]3)n2)cc1	-36%[inhibitor]	16µM*

# Carrying on.
structure	IkB signaling	Peg3 imprint	p53ts 32C kill	p53ts 39C tox
COc1ccc(NC(=O)C2CCN(S(=O)(=O)c3c(C)noc3/C=C/c3cccs3)CC2)cc1Cl	-1.2%	-12%[10.9 µM]	20%	36%[activator]
Cc1cccc(-c2nc3c(c(SCC(N)=O)n2)CCCC3)c1	.	.	13%	11%
CCCCCn1c(-c2ccco2)nc2nc3ccccc3nc21	?	-17%	-1%	14%
COc1ccc(CCNC(=O)Cn2ncc3c(C)n(Cc4ccccc4F)c(C)c3c2=O)cc1OC	-1.4%	-7%[10.9 µM]	6%	-10%
COc1ccc(CNC(=O)C2CCCN2S(=O)(=O)c2ccc(Cl)cc2)cc1 (centres undefined)	.	.	0%	10%
COc1ccc2nc3c(c(-c4ccccc4)c2c1)CCC3	.	-15%	11%	-3%
CCOC(=O)c1c(C)c(C(=O)O)n(C)c1C	-0.4%	-2%	0%	7%
CC(C)c1ccc(Cc2cn3cc(-c4cc5ccccc5oc4=O)nc3s2)cc1	?	-20%[10.9 µM]	7%	-19%
COc1ccc(CNC(=O)C2CC(c3ccc(OC)cc3)=NO2)cc1 (centres undefined)	-0.6%	1%	-5%	-21%
COc1ccc(-c2noc(CSc3nnc(Cc4ccccc4)n3-c3ccccc3)n2)cc1OC	2.4%	-13%[10.9 µM]	26%	-11%

# Of the compounds above, these have a Cl atom.
structure	IkB signaling	Peg3 imprint	p53ts 32C kill	p53ts 39C tox
O=C(N[C@@H](CO)[C@@H](O)c1ccc([N+](=O)[O-])cc1)C(Cl)Cl	0.3%[25.6 µM]	-10%[16.8 µM]	15%[20.6 µM]	11%[20.6 µM]
COc1ccc(NC(=O)C2CCN(S(=O)(=O)c3c(C)noc3/C=C/c3cccs3)CC2)cc1Cl	-1.2%	-12%[10.9 µM]	20%	36%[activator]
COc1ccc(CNC(=O)C2CCCN2S(=O)(=O)c2ccc(Cl)cc2)cc1 (centres undefined)	.	.	0%	10%

# Compound profiles (already shown):
# Shown for COc1ccc(CCNC(=O)Cn2ncc3c(C)n(Cc4ccccc4F)c(C)c3c2=O)cc1OC = IkB signaling: -1.4%; Peg3 imprint: -7%[10.9 µM]; p53ts 32C kill: 6%; p53ts 39C tox: -10%
# Shown for COc1ccc(NC(=O)C2CCN(S(=O)(=O)c3c(C)noc3/C=C/c3cccs3)CC2)cc1Cl = IkB signaling: -1.2%; Peg3 imprint: -12%[10.9 µM]; p53ts 32C kill: 20%; p53ts 39C tox: 36%[activator]
# Shown for COc1ccc(-c2noc(CSc3nnc(Cc4ccccc4)n3-c3ccccc3)n2)cc1OC = IkB signaling: 2.4%; Peg3 imprint: -13%[10.9 µM]; p53ts 32C kill: 26%; p53ts 39C tox: -11%

# (continued)
structure	IkB signaling	Peg3 imprint	p53ts 32C kill	p53ts 39C tox
Cc1ccc(C(=O)CSc2nnc(-c3cccnc3)n2N)cc1	1.4%	-10%	-4%	7%
CCC(C)NC(=O)c1ccccc1NC(=O)C1CCN(S(=O)(=O)Cc2ccccc2)CC1 (centres undefined)	3.1%	9%[10.9 µM]	4%	-1%
CCOC(=O)CC(NC(=O)Cn1nnc(-c2ccc(C(F)(F)F)cc2)n1)c1ccc(C)cc1 (centres undefined)	0.4%	-5%[10.9 µM]	-7%	-10%
COC(=O)c1ccccc1S(=O)(=O)N(Cc1cc2cc3c(cc2[nH]c1=O)OCO3)C1CCCCC1	2.6%	.	-8%	5%
Cc1ccc(C)c(Nc2nc(-c3ccccc3)c3cc(Br)ccc3n2)c1	?	-7%[10.9 µM]	-9%	12%
Cn1c(CNc2ccccc2)nc2ccccc21	.	.	-28%	-30%
Cc1noc(C(=O)Nc2c(C)nn(Cc3ccccc3)c2C)c1Cl	-0.1%	-16%	0%	-3%
CN(C)c1ccc(-c2ccc3ncnc(-n4ccnc4)c3c2)cc1	17%[11.4 µM]	-32%[inhibitor]	?	?
COc1ccc(C(=O)N2CCN(c3nc4c(C)c(Cl)ccc4s3)CC2)c(OC)c1	3.7%	-6%[10.9 µM]	2%	-9%
Cc1cccc(N2CSC3=C(C#N)C(c4ccc(C)o4)CC(=O)N3C2)c1 (centres undefined)	1.0%	-44%[inhibitor]	8%	13%

# Part of the list above, field by field.
COC(=O)c1ccccc1S(=O)(=O)N(Cc1cc2cc3c(cc2[nH]c1=O)OCO3)C1CCCCC1
  IkB signaling = 2.6%; Peg3 imprint = .; p53ts 32C kill = -8%; p53ts 39C tox = 5%
CN(C)c1ccc(-c2ccc3ncnc(-n4ccnc4)c3c2)cc1
  IkB signaling = 17%[11.4 µM]; Peg3 imprint = -32%[inhibitor]; p53ts 32C kill = ?; p53ts 39C tox = ?
Cn1c(CNc2ccccc2)nc2ccccc21
  IkB signaling = .; Peg3 imprint = .; p53ts 32C kill = -28%; p53ts 39C tox = -30%

# Following part
structure	IkB signaling	Peg3 imprint	p53ts 32C kill	p53ts 39C tox
CCCCCc1c(C)nc(N2CCc3ccccc3C2)[nH]c1=O	-0.8%	-7%	4%	8%
COCCN1Cc2cccc(C(=O)Nc3ccc(C)cc3C)c2C1=O	?	-13%[10.9 µM]	19%	23%
CO[C@H]1COC(=O)C/C=C\[C@@H](C)COC(=O)[C@H]2CCCN2C(=O)C/C=C\[C@H]1C	.	.	3%[9.22 µM]	-7%[9.22 µM]
CC1CCc2nc3ncn(Cc4ccc(Cl)cc4)c(=O)c3cc2C1 (centres undefined)	2.0%	-2%[10.9 µM]	-12%	-15%
COc1ccc(N2CCN(C(=O)c3ccc(-c4nc(COc5ccccc5)c(C)o4)cc3)CC2)cc1	0.9%	1%[10.9 µM]	-3%	-5%
CCC(O)c1nc2ccccc2n1Cc1cc(C)ccc1C (centres undefined)	?	-4%[10.9 µM]	21%	-16%
COc1ccc(OC)c(-n2nnnc2SCC(=O)Nc2nc(C)c(C)s2)c1	1.0%	.	-6%	-3%
COCCNC(=O)Cn1ccc2cc(S(=O)(=O)N3CCCCCC3)ccc21	-0.8%	-6%[10.9 µM]	0%	-16%
CN(C(=O)COC(=O)COc1ccccc1F)C1CCS(=O)(=O)C1 (centres undefined)	0.2%	-12%	4%	-10%
O=C(Cn1nnc(-c2ccccc2)n1)OC1CCOC1=O (centres undefined)	1.2%	-8%	-5%	-6%

# The listing continues.
structure	IkB signaling	Peg3 imprint	p53ts 32C kill	p53ts 39C tox
N#C/C(=C/c1ccc(Cl)cc1)c1nc(-c2ccc(Br)cc2)cs1	-5.6%	-2%[10.9 µM]	7%	-3%
CC(NC(=O)C1CCC(=O)N1Cc1ccc(F)cc1)c1ccc2c(c1)OCCO2 (centres undefined)	1.6%	-7%	4%	0%
O=C(NCc1ccccn1)Nc1cccc(NC(=O)NCc2ccccn2)c1	5.6%	-8%	-12%	-22%
O=C(O)CCc1nc(-c2ccccc2Cl)no1	-7.0%	-17%	9%	-5%
COc1nc(OC)nc(N2CCC(C(=O)NCc3ccco3)CC2)n1	-1.2%	1%	-3%	-13%
Cc1ccc(Cl)cc1N1CCN(C(=O)Cn2ncc3c4ccccc4n(C)c3c2=O)CC1	?	-12%[10.9 µM]	-13%	-26%
CCCC1(C(=O)OC)NC(c2ccc(OC)c(OC)c2)C2C(=O)N(c3ccc4c(c3)OCO4)C(=O)C21 (centres undefined)	-1.1%	1%	8%	1%
Cc1ccc(-c2nc3cc(NC(=O)C(C)C)ccc3o2)cc1	-2.6%	-65%[inhibitor]	?	?

# High-throughput results deposited in PubChem by National Center for Advancing Translational Sciences (NCATS).
